D2 agonist – agonists of human D2 dopamine receptor. AID 485358. HEK293 T-REx D2 cells, calcium flux agonist mode. activation, % at 2 µM. 340,000 tested, 0.53% active. P14416;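 active means activation over 3 SD above normal in the single-dose calcium agonist read, cut at about 30% in these data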; further: 0% is about no effect
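HEK293 Trex D2 cells, tetracycline-induced, o/n 30 C 5% CO2; no-wash Ca dye, RT 30–90 min; 10-cycle baseline, 23 nl cpd added, kinetic Ca read 180 s; agonist hits = positive Ca response.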
TRHR agonist – agonists of human TRH receptor; P34981; TRHR cells, calcium flux fluo-8, FDSS agonist mode; activation, % at 2 µM; 360,000 tested, 0.18% active; in the data active means activation above about 30%; further: 0% is about no effect
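TRHR-expressing cells loaded with fluo-8 calcium dye; 23 nL library compound pin-transferred, kinetic FDSS fluorescence (Ex 480/Em 530) recorded about 180 s for agonist-induced calcium release, before a 10 nM TRH EC20 addition for potentiator mode.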
IDH1 R132H inh – human IDH1 R132H inhibition. O75874. IDH1-R132H enzyme, NADPH consumption, diaphorase/resazurin fluorescence. Potency, µM (top dose mostly 76.6 µM), for the others: at the highest dose activity change, negative = inhibition, most hits filed as inhibitors. 390,000 tested, 0.093% active. AID 602179; further: potency means the concentration at half of the fitted maximal effect; on the % scale 0 is the no-effect control and ±100 the full control effect; nearly all actives have a fitted effect of over 65% in size
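IDH1-R132H (0.5 ug/mL dispensed) in pH 7.5 Tris buffer was preincubated 30 min with compound, then given a substrate mix of 0.016 mM NADPH and 2 mM alpha-KG for 80 min at room temperature; remaining NADPH was read by diaphorase/resazurin fluorescence.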
PI4K2A inh – inhibitors of human PI4K2A. Q9BTU6. purified PI4K2A, ADP-Glo luminescence, 1 h; active compounds read low. activity change, negative = inhibition, % at 76.9 µM. 420,000 tested, 0.13% active. AID 1346378; in the data active means activity change below about -50%; inconclusive means mostly about -30% to -49%;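 further: -100% = wells without enzyme as full effect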
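Compounds are screened against recombinant PI4K2A using PI as substrate and ATP, the latter dispensed at 300 microM. Reactions run one hour at ambient temperature before ADP-Glo detection; full inhibition defined by wells lacking enzyme.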
TRHR enhancer – TRH receptor (human) allosteric enhancement; enhancement, % at 2 µM; TRHR cells, fluo-8 calcium fluorescence, EC20 TRH enhancement; 360,000 tested, 0.66% active; P34981; in the data active means enhancement above about 30%; further: 0% is about no effect
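TRHR-expressing cells loaded with fluo-8 calcium dye were read kinetically (ex 480/em 530) during compound addition, then stimulated with an EC20 of TRH (10 nM final). Enhancement of the Gq-mediated intracellular calcium response was scored.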
D2 antagonist – antagonists of human D2 dopamine receptor; P14416; HEK293 TREx D2 cells, calcium flux, dopamine EC80; inhibition, % at 10 µM; 340,000 tested, 2% active; AID 485344; in the data active means inhibition above about 30%; further: 0% is about no effect
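HEK293 T-REx D2 cells, tet-induced, calcium dye no-wash. Cpd pintool add, 180 s kinetic, then EC80 DA, 180 s kinetic. Ca flux read.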
TrxR1 substrate – rat thioredoxin reductase 1 substrate activity; O89049; purified TrxR1 substrate turnover, NADPH consumption readout; Potency, µM (highest dose often 114 µM), without a hit: at the highest dose activity change, negative = substrate turnover; 390,000 tested, 0.01% active; AID 588456; further: potency means the concentration at half of the fitted maximal effect; on the % scale 0 is the no-effect control and ±100 the full control effect; nearly all actives have a fitted effect of over 50% in size
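Rat TrxR1, dispensed at 90 nM, was prereduced with 400 uM NADPH (final) for 5 min at ~22 deg C, then incubated with compound 15 min before 400 uM selenite. A first-read NADPH fluorescence drop versus no-compound background flagged substrates.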
TrxR1 inh – rat TrxR1 inhibition | O89049 | recombinant rTrxR1, NADPH fluorescence consumption, selenite substrate | Potency, µM (titrated, usually from 114 µM), without a hit: at the top dose activity change, negative = inhibition, usual class: inhibitors | 390,000 tested, 1% active; further: potency means the concentration at half of the fitted maximal effect; on the % scale 0 is the no-effect control and ±100 the full control effect; nearly all actives have a fitted effect of over 65% in size
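Rat TrxR1 (90 nM in the dispensed reagent) was pre-reduced with 400 uM NADPH for 5 min at room temperature, then incubated with compound for 15 min. After 400 uM selenite was added, NADPH fluorescence (Ex 340/Em 450 nm) was followed for 8 min.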
USP1-UAF1 inh – inhibitors of human USP1/UAF1 deubiquitinase; O94782; recombinant USP1/UAF1, Ub-Rhodamine cleavage fluorescence; Potency, µM (doses to about 57.1 µM), inactives show top-dose activity change, negative = inhibition, most hits filed as inhibitors; 390,000 tested, 0.23% active; AID 743255; further: potency means the concentration at half of the fitted maximal effect; on the % scale 0 is the no-effect control and ±100 the full control effect; nearly all actives have a fitted effect of over 60% in size; inactives centre near -12
Target sequence (O94782 whole entry, looked up): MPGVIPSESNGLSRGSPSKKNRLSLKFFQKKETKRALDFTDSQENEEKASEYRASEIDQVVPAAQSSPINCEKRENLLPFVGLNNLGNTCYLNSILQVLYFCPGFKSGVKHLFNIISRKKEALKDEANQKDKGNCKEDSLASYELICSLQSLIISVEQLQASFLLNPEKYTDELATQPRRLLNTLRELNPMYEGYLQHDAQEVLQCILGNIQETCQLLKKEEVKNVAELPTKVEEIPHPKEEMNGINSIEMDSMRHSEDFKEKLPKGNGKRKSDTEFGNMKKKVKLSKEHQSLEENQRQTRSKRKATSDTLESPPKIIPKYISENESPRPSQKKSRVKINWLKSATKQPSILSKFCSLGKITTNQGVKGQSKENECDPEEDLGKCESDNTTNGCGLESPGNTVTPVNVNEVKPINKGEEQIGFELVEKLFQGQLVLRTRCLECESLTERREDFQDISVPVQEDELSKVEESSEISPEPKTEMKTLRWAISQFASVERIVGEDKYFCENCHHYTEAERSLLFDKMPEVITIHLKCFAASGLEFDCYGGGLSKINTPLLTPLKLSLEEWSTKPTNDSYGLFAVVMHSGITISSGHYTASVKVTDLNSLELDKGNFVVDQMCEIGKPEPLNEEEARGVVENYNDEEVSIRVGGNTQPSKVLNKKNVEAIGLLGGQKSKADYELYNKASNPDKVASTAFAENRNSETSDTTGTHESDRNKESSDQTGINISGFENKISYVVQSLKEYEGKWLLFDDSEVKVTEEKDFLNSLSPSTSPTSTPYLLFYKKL
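USP1/UAF1 complex (1 nM) preincubated 15 min at room temperature with compound, then Ub-Rho substrate (150 nM final) added. Kinetic fluorescence at 480/540 nm over 6 reads at 60 s intervals; 50 mM HEPES pH 7.8, 0.5 mM EDTA, 0.1 mg/ml BSA, 1 mM TCEP, 0.01% Tween-20.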
Numbers without * were called inactive; [ ] = remark or other dose. Unless noted, the call rests on the fitted dose curve; in most records, active means well fitted inhibition curve with a large enough effect; inconclusive means small, poorly fitted or top-dose-only effect; inactive means no such curve, though single readings can be large or run the other way.

Cc1cc(Cl)ccc1OCC(=O)Nc1nc(-c2cccnc2)cs1 was read as D2 agonist -0.1, TRHR agonist 0.8, IDH1 R132H inh 0%, PI4K2A inh 1, TRHR enhancer 0, D2 antagonist -6, TrxR1 substrate -2%, TrxR1 inh 19% and USP1-UAF1 inh -15%.
`CCOCCn1ccc2c(OCC(=O)Nc3ccccc3OC)cccc2c1=O` gave D2 agonist -0.8, TRHR agonist -0.4, IDH1 R132H inh 0%, PI4K2A inh 3, TRHR enhancer -8, D2 antagonist -6, TrxR1 substrate -2%[57.1 µM], TrxR1 inh 9%[57.1 µM] and USP1-UAF1 inh -19%.
For CC(C)n1c(SCCCc2ccccc2)nc2c1c(=O)[nH]c(=O)n2C the results were D2 agonist -0.4, TRHR agonist -0.2, IDH1 R132H inh 8%, PI4K2A inh -1, TRHR enhancer -10, D2 antagonist 5, TrxR1 substrate 5%[57.1 µM], TrxR1 inh 17%[57.1 µM] and USP1-UAF1 inh -19%.
CCOC(=O)CC1=C(C(=O)OCC)C(c2cccs2)C(C#N)=C(N)O1 (stereo unspecified) was read as D2 agonist 1.2, TRHR agonist 0.1, IDH1 R132H inh 0%, PI4K2A inh -1, TRHR enhancer 0, D2 antagonist 1, TrxR1 substrate -7%, TrxR1 inh -25% and USP1-UAF1 inh -17%.
Screening Cc1cc2oc(=O)cc(CN3CCCCC3)c2cc1C returned D2 agonist 0.5, TRHR agonist -0.2, IDH1 R132H inh -9%, PI4K2A inh 4, TRHR enhancer -2, D2 antagonist 14, TrxR1 substrate -11%, TrxR1 inh -12% and USP1-UAF1 inh -10%.
`CCCCC(=O)Nc1nc2c(s1)COc1ccccc1-2` gave D2 agonist 2.7, TRHR agonist 0.7, IDH1 R132H inh 2%, PI4K2A inh -15, TRHR enhancer 5, D2 antagonist 52*, TrxR1 substrate 3%[57.1 µM], TrxR1 inh 7%[57.1 µM] and USP1-UAF1 inh -15%.
O=C(Cn1nc(-c2ccccc2)ccc1=O)Nc1cccc(NC(=O)c2ccccn2)c1 was read as D2 agonist -0.3, TRHR agonist 0.4, TRHR enhancer 3 and D2 antagonist -5.
O=C(N/N=C/C1CC=CCC1)c1ccc(O)cc1O (stereo unspecified) was read as D2 agonist 28, TRHR agonist -0.1, IDH1 R132H inh -1%, PI4K2A inh -5, TRHR enhancer 5, D2 antagonist 5, TrxR1 substrate 9%[11.4 µM], TrxR1 inh 11% and USP1-UAF1 inh -20%.
Cc1cccc(C=NOCCc2ccccc2)n1 was read as IDH1 R132H inh 2%, PI4K2A inh 5, TrxR1 substrate 4%, TrxR1 inh 9% and USP1-UAF1 inh -11%.
`CCn1c(=O)[nH]c2cc(C(=O)N3CCN(c4ccccc4)CC3)ccc2c1=O` gave D2 agonist 0.9, TRHR agonist -0.3, IDH1 R132H inh 2%, PI4K2A inh 1, TRHR enhancer 2, D2 antagonist -3, TrxR1 substrate -11%, TrxR1 inh 4% and USP1-UAF1 inh 5%.
NC(=O)NN=C1CC2CC1C1C=CCC21 (stereo unspecified) was read as IDH1 R132H inh 3%, PI4K2A inh -4, TrxR1 substrate -2%, TrxR1 inh 9% and USP1-UAF1 inh 6%.
CCN(CC)c1ccc2c(C)c(Cl)c(=O)oc2c1 was read as D2 agonist -0.3, TRHR agonist 0.0, IDH1 R132H inh 2%, PI4K2A inh -1, TRHR enhancer 3, D2 antagonist -6, TrxR1 substrate 46%[activator], TrxR1 inh -15% and USP1-UAF1 inh -7%.
`CS(=O)(=O)c1ccc(C(=O)OCC(=O)NC(=O)C2CCCCC2)cc1[N+](=O)[O-]` gave D2 agonist 2.3, TRHR agonist 0.3, IDH1 R132H inh 3%, PI4K2A inh -4, TRHR enhancer 18, D2 antagonist 3, TrxR1 substrate 22%, TrxR1 inh 3.2µM* and USP1-UAF1 inh -23%.
`C[C@H](NS(=O)(=O)c1ccccc1)C(=O)N1CCN(C(c2ccccc2)c2ccccc2)CC1` gave IDH1 R132H inh -11%, PI4K2A inh -4, TrxR1 substrate -8%, TrxR1 inh 15% and USP1-UAF1 inh -2%.
For N=c1c(-c2nc3ccccc3[nH]2)cc(C(=O)c2ccco2)nn1-c1ccccc1 the results were D2 agonist 13, TRHR agonist 1.5, IDH1 R132H inh -2%, PI4K2A inh -4, TRHR enhancer 8, D2 antagonist -4, TrxR1 substrate -10%, TrxR1 inh -24% and USP1-UAF1 inh -7%.
Screening COC(=O)c1cccc(CN2C(=O)SC(Nc3ccccc3C)C2=O)c1 (stereo unspecified) returned D2 agonist -0.9, TRHR agonist -0.8, IDH1 R132H inh 0%, PI4K2A inh 1, TRHR enhancer 1, TrxR1 substrate 0%, TrxR1 inh -7% and USP1-UAF1 inh -22%.
CCOc1ccccc1NC(=O)CCc1nnc2ccc(N3CCC(C)CC3)nn12 was read as D2 agonist 0.6, TRHR agonist -0.9, IDH1 R132H inh 1%, PI4K2A inh -1, TRHR enhancer 4, D2 antagonist -14, TrxR1 substrate 1%[57.1 µM], TrxR1 inh -2%[57.1 µM] and USP1-UAF1 inh -2%.
Oc1c(N=NC(=S)Nc2ccccc2F)c2ccccc2n1Cc1ccc(F)cc1 was read as D2 agonist -0.1, TRHR agonist 1.2, IDH1 R132H inh 4%, PI4K2A inh -23, TRHR enhancer 3, D2 antagonist -9, TrxR1 substrate 0%, TrxR1 inh 1% and USP1-UAF1 inh -11%.
Screening CC(Sc1ccc(S(=O)(=O)N2CCN(C)CC2)cn1)C(=O)NC1(C#N)CCCCC1 (stereo unspecified) returned D2 agonist -0.1, TRHR agonist 0.3, IDH1 R132H inh 4%, PI4K2A inh -8, TRHR enhancer -2, D2 antagonist -5, TrxR1 substrate -9%, TrxR1 inh -5% and USP1-UAF1 inh -19%.
Screening O=S(=O)(NCc1ccncc1)c1ccc(Br)s1 returned D2 agonist 1.1, TRHR agonist -1.0, IDH1 R132H inh 5%, PI4K2A inh 8, TRHR enhancer -5, D2 antagonist 3, TrxR1 substrate -14%, TrxR1 inh -15% and USP1-UAF1 inh -2%.
For CC(=O)c1ccccc1N(C(=O)Cn1nnc2ccccc21)C(C(=O)NCC1CCCO1)c1ccc(N2CCOCC2)cc1 (stereo unspecified) the results were D2 agonist 0.8, TRHR agonist 0.8, IDH1 R132H inh -8%, PI4K2A inh 0, TRHR enhancer 0, D2 antagonist -8, TrxR1 substrate -2%, TrxR1 inh 5% and USP1-UAF1 inh -12%.
Cc1ccc(-n2c([C@@H]3C[C@H]3c3ccccc3)n[nH]c2=S)cc1 was read as D2 agonist -0.6, TRHR agonist -0.1, IDH1 R132H inh -1%, PI4K2A inh -17, TRHR enhancer 3, D2 antagonist -1, TrxR1 substrate -5%, TrxR1 inh -13% and USP1-UAF1 inh -14%.
`CCC(=O)NC(=S)Nc1ccc(NC(=S)NC(=O)c2ccc(C)cc2)cc1` gave D2 agonist -0.2, TRHR agonist -0.3, IDH1 R132H inh -8%, PI4K2A inh 0, TRHR enhancer 4, D2 antagonist 11, TrxR1 substrate 0%, TrxR1 inh 2% and USP1-UAF1 inh -18%.
`COc1ccccc1C(=O)NCC(c1ccco1)N1CCc2ccccc21` (stereo unspecified) gave D2 agonist -0.3, TRHR agonist 0.1, IDH1 R132H inh 1%, PI4K2A inh 0, TRHR enhancer -7, D2 antagonist -1, TrxR1 substrate 6%[57.1 µM], TrxR1 inh 10%[57.1 µM] and USP1-UAF1 inh -22%.
COc1cccc(NC(=O)CN(Cc2ccccc2)S(=O)(=O)c2ccc3nc(C)sc3c2)c1 was read as D2 agonist -0.5, TRHR agonist -0.8, IDH1 R132H inh -15%, PI4K2A inh 0, TRHR enhancer 7, TrxR1 substrate -4%[57.1 µM], TrxR1 inh -10%[57.1 µM] and USP1-UAF1 inh 8%.
O=S(c1ccsc1)c1ccsc1 was read as TRHR agonist -0.1, IDH1 R132H inh 5%, PI4K2A inh 2, TRHR enhancer 0, TrxR1 substrate -5%, TrxR1 inh -5% and USP1-UAF1 inh -18%.
Screening Cc1cc2c(cc(C(=O)OC(C)C(=O)NCc3ccccc3)n2C)o1 (stereo unspecified) returned IDH1 R132H inh 1%, PI4K2A inh 4, TrxR1 substrate 12%, TrxR1 inh 14% and USP1-UAF1 inh -18%.
`CCOC(=O)C1CCCN(C(=O)c2ccc(S(=O)(=O)NCc3ccco3)cc2)C1` (stereo unspecified) gave D2 agonist 0.2, TRHR agonist 0.1, IDH1 R132H inh 0%, PI4K2A inh 1, TRHR enhancer -1, D2 antagonist 4, TrxR1 substrate -8%, TrxR1 inh inconclusive and USP1-UAF1 inh -2%.
`O=S(=O)(NC1CC(NS(=O)(=O)OCC(Cl)(Cl)Cl)C2CCCCC12)OCC(Cl)(Cl)Cl` (stereo unspecified) gave D2 agonist 3.4, TRHR agonist -0.4, IDH1 R132H inh -12%, PI4K2A inh 3, TRHR enhancer 0, D2 antagonist -4, TrxR1 substrate -7%, TrxR1 inh 9% and USP1-UAF1 inh inconclusive.
Cc1cc(=O)oc2cc(OCC(=O)OCC(=O)NC(C)C)ccc12 was read as TRHR agonist 0.7, IDH1 R132H inh 3%, PI4K2A inh 0, TRHR enhancer 0, TrxR1 substrate 65%, TrxR1 inh 6%[57.1 µM] and USP1-UAF1 inh -13%.
Screening COc1ccccc1/C=C/C(=O)NCC(=O)N/N=C/c1ccccc1[N+](=O)[O-] returned D2 agonist 1.0, TRHR agonist -0.9, IDH1 R132H inh 12%, PI4K2A inh -6, TRHR enhancer -4, D2 antagonist 29, TrxR1 substrate 5%[57.1 µM], TrxR1 inh 8%[57.1 µM] and USP1-UAF1 inh inconclusive.

Compound activity deposited in PubChem BioAssay by National Center for Advancing Translational Sciences (NCATS).
